Compound activity: PubChem, National Center for Advancing Translational Sciences (NCATS)
FBPA Giardia inh – Giardia lamblia aldolase inhibition. A8B2U2. purified Giardia FBPA. Potency, µM (top dose mostly 59.6 µM), without a hit: at the highest dose activity, negative = inhibition, most hits filed as inhibitors. 0.71% of 290,000 active. AID 2451; further: potency means the concentration at half of the fitted maximal effect; on the % scale 0 is the no-effect control and ±100 the full control effect; nearly all actives have a fitted effect of over 55% in size
Target sequence (A8B2U2 whole entry, looked up): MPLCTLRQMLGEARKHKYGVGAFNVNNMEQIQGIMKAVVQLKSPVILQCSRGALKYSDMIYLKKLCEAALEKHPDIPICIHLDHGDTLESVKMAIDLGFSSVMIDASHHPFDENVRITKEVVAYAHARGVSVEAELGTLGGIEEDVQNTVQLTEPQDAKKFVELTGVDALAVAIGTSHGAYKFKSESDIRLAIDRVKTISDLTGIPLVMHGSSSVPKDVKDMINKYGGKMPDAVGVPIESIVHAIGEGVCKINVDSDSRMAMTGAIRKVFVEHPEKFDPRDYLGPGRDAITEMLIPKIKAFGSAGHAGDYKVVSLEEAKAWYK
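40 nM FBPA preincubated 10 min at RT with compound (up to 57.5 uM final), then substrate plus GAPDH/TPI/NAD/arsenate coupling and diaphorase/resazurin added. Fluorescence read after 20 min at RT, 525/598 nm.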
CHX counter – counter-screen for Shiga toxin inhibitors: cycloheximide protein synthesis inhibition | cell reporter, cycloheximide protein synthesis inhibition counterscreen | max response, % | 12% of 300,000 active | AID 2314; in the data active means max response mostly above about 13%, no sharp cut-off; inactive means mostly below about 14%; further: read at 38.3 µM for the half of the compounds with a filed dose; 0% is about no effect
Pf growth 48h – P. falciparum growth inhibition at 48 hours (one generation). AID 504832. Potency, µM (series often up to 28.7 µM), for inactives: top-dose activity change, negative = inhibition, usual class: inhibitors. 5.9% of 310,000 active. P. falciparum luciferase growth in erythrocytes, 48 h; further: potency means the concentration at half of the fitted maximal effect; on the % scale 0 is the no-effect control and ±100 the full control effect
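First compound was added to culture medium, then infected red cells at 0.1% parasitemia and 2% hematocrit (final). After incubation at 37 C under 5% CO2, luciferase detection reagent was dispensed and light output recorded.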
Pf growth 96h – inhibits malaria parasite growth, 96 h | P. falciparum luciferase reporter growth, 96 h | Potency, µM (highest dose often 28.7 µM), for the others: at the top dose activity change, negative = inhibition, actives largely listed as inhibitors | 6.9% of 320,000 active; further: potency means the concentration at half of the fitted maximal effect; on the % scale 0 is the no-effect control and ±100 the full control effect
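Erythrocytes infected with luciferase-expressing P. falciparum were dispensed at 2% hematocrit and 0.05% parasitemia (final), then incubated with compounds 96 hours at 37 C in 5% CO2. Luminescence after detection reagent addition reported growth.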
Shiga inhibitor – inhibitors of Shiga toxin in Vero cells; inhibition, % at 38.7 µM; Vero cells, Shiga toxin protein synthesis inhibition reporter; 9.2% of 290,000 active; in the data active means inhibition mostly above about 28%, no sharp cut-off; inactive means mostly below about 43%; further: 0% is about no effect
HCV inh – blocks hepatitis C virus; Huh7.5.1 HCVcc-Cre infection, luciferase reporter, 44 h; Potency, µM (doses to about 41.8 µM), for the others: at the highest dose activity change, negative = inhibition, actives largely listed as inhibitors; 3.4% of 340,000 active; further: potency means the concentration at half of the fitted maximal effect; on the % scale 0 is the no-effect control and ±100 the full control effect
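After 44 h co-culture of compound, cells and HCVcc-Cre (~0.5 moi), substrate is added for 15 min at room temperature and luciferase measured over 15 sec. Cells were seeded at 1,000/well and pre-cultured 4 h.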
* = called active by the depositor; ? = inconclusive; / = no result given; [ ] = another dose, or the depositor's remark. Unless noted, the call rests on the fitted dose curve; in most records, active means well fitted curve in the direction sought with a large enough effect; inconclusive means small, poorly fitted or top-dose-only effect, or another doubt; inactive means no such curve, though single readings can be large; an effect the other way counts as inactive or inconclusive. Compounds were not picked by outcome, and some 24% of all compounds hit somewhere here.

SMILES	FBPA Giardia inh	CHX counter	Pf growth 48h	Pf growth 96h	Shiga inhibitor	HCV inh
CCc1cccc(C)c1NC(=O)COC(=O)CC1CCCC1	/	/	22.5%	12.5%	/	37.2%[activator]
CC1CN(Cc2cc(=O)[nH]c(C3CC3)n2)CC(C)O1 (stereo unspecified)	1.9%	-1.7	?	19.9%	4.0	14.9%
O=C(/C=C/c1cc2c(cc1Br)OCO2)NCc1ccc(F)cc1	2.4%	-0.9	-13.7%	16.0%	-4.2	-9.9%
COc1cccc(OCCNc2cc(Cl)ccc2[N+](=O)[O-])c1	-6.5%	42.4*	?	?	73.5*	?
Cc1csc(NC(=O)c2ccco2)n1	6.7%	-2.5	10.6%	-9.5%	-4.5	0.9%
Cc1cccc(NC(=S)N(CCc2ccncc2)C(C)C)c1C	2.3%	-1.8	19.3%	?	23.1	0.5%
COc1ccc2c(CC(=O)N[C@@H](Cc3c[nH]c4ccccc34)C(=O)O)cc(=O)oc2c1	-7.4%	-0.7	-16.0%	5.7%	-3.3	29.6%
Cc1cc(NC(=O)c2ccc(C)s2)n(-c2nc3ccccc3[nH]2)n1	?	11.0	-108.1%	?	32.9*	?
C=CCOC(=O)C1=C(C)NC(C)=C(C(=O)OCC=C)C1c1ccc(C)o1	-0.1%	11.1	?	-4.4%	-4.6	-2.1%
CC(C)CCNC(=O)C1c2ccccc2Oc2ccccc21	8.0%	-2.0	48.7%[activator]	4.0%	1.2	12.5%
CSCCC(NC(=O)c1ccco1)C(=O)NCCc1ccc(F)cc1 (stereo unspecified)	/	/	-15.4%	?	/	6.0%
CCO/N=C(/C)c1c(O)cc(-c2ccccc2)n(-c2ccccc2)c1=O	?	4.0	40.2%	-18.5%	25.7	15.7%
COc1ccc(S(=O)(=O)N2CCCC2CNC(=O)C(=O)NCc2ccccn2)cc1 (stereo unspecified)	/	/	?	-6.2%	/	24.5%
Nn1c(SCc2cccc3ccccc23)nnc1-c1ccco1	0.6%	6.8	28.0%	32.3%[activator]	-13.7	27.5%
O=C(N=C1SC2CS(=O)(=O)CC2N1c1ccccc1C(F)(F)F)C1CCCO1 (stereo unspecified)	/	-1.7	-2.8%	18.3%	-8.7	-9.1%
COc1cc(O)c(NC(C)=O)c2nonc12	?	-3.5	/	-16.7%	-5.7	5.1%
O=C(CCl)N(Cc1cc(=O)[nH]c2ccccc12)c1ccccc1	-1.1%	-2.5	10.4µM*	10.4µM*	-6.7	?
COc1ccc(CCNC(=O)[C@@H](NC(N)=O)C(C)C)cc1	0.7%	0.7	9.7%	13.3%	-6.4	10.2%
CC(=O)Nc1ccc(NC(=O)CSc2ccc3nnc(-c4cccnc4)n3n2)cc1	/	-4.9	3.7%	7.1%	-3.6	8.4%
COc1ccc(NC(=O)[C@H](C)NC(=O)C2CCN(S(=O)(=O)c3ccc(C)cc3)CC2)cc1	/	-1.7	-25.8%	?	1.6	-10.1%
c1ccc(CNCCC(Cc2ccccc2)c2ccco2)cc1 (stereo unspecified)	7.3%	-1.7	?	-14.1%	16.6	3.8%
COc1ccc(NC(=O)CSc2ccc(-c3cccnc3)nn2)cc1	-4.1%	-2.8	?	?	-5.8	-5.9%
COC(=O)c1cc(CNC(=O)C(C)NS(=O)(=O)c2ccc(C)c(C)c2)ccc1OC (stereo unspecified)	-2.9%	-2.6	11.7%	7.2%	-0.2	-7.9%
O=C(NC(=S)N1CCCCCC1)c1ccccc1	/	9.1	?	14.4%	-12.7	14.4%
CN(C)c1ccc(NC(=O)CCn2c(=S)oc3ccccc32)cc1	0.3%	54.7*	193.2%[activator]	2.3%	94.9*	-26.2%

7 structures out of the list, ordered by SMILES length, ascending:
SMILES	FBPA Giardia inh	CHX counter	Pf growth 48h	Pf growth 96h	Shiga inhibitor	HCV inh
Cc1csc(NC(=O)c2ccco2)n1	6.7%	-2.5	10.6%	-9.5%	-4.5	0.9%
CCc1cccc(C)c1NC(=O)COC(=O)CC1CCCC1	/	/	22.5%	12.5%	/	37.2%[activator]
CSCCC(NC(=O)c1ccco1)C(=O)NCCc1ccc(F)cc1 (stereo unspecified)	/	/	-15.4%	?	/	6.0%
COc1cccc(OCCNc2cc(Cl)ccc2[N+](=O)[O-])c1	-6.5%	42.4*	?	?	73.5*	?
C=CCOC(=O)C1=C(C)NC(C)=C(C(=O)OCC=C)C1c1ccc(C)o1	-0.1%	11.1	?	-4.4%	-4.6	-2.1%
COc1ccc(S(=O)(=O)N2CCCC2CNC(=O)C(=O)NCc2ccccn2)cc1 (stereo unspecified)	/	/	?	-6.2%	/	24.5%
COC(=O)c1cc(CNC(=O)C(C)NS(=O)(=O)c2ccc(C)c(C)c2)ccc1OC (stereo unspecified)	-2.9%	-2.6	11.7%	7.2%	-0.2	-7.9%

The main list resumes, starting two compounds before the break.
SMILES	FBPA Giardia inh	CHX counter	Pf growth 48h	Pf growth 96h	Shiga inhibitor	HCV inh
O=C(NC(=S)N1CCCCCC1)c1ccccc1	/	9.1	?	14.4%	-12.7	14.4%
CN(C)c1ccc(NC(=O)CCn2c(=S)oc3ccccc32)cc1	0.3%	54.7*	193.2%[activator]	2.3%	94.9*	-26.2%
COc1ccc(N(C(=O)c2ccn[nH]2)C(C(=O)NC2CCCC2)c2ccc(F)cc2)cc1 (stereo unspecified)	2.5%	-4.9	-0.4%	-8.7%	-3.3	-1.1%
CC(=O)OCn1ncc(N2CCOCC2)c(Br)c1=O	6.3%	-3.7	-13.2%	1.1%	1.7	23.2%
O=C(Nc1ccc(Cl)cc1)OC(CN1CCCCC1)C(F)(F)F (stereo unspecified)	-0.2%	0.8	-10.2%	-24.4%	-5.6	12.8%
COc1ccc(Cl)cc1NC(=S)NCc1cccs1	-5.8%	-1.6	-7.8%	16.2%	41.6	?
COc1ccc(C(=O)Nn2c(C)ccc2C)cc1OC	-13.5%	-2.0	?	-0.9%	-19.1	0.0%
COc1ccc(CNC(=O)CN2C(=O)NC(C)(c3cccc4ccccc34)C2=O)cc1OC (stereo unspecified)	6.1%	-1.7	?	-14.0%	-1.8	-4.7%
Cc1cc(N2CCN(S(=O)(=O)c3ccccc3)CC2)c2ccccc2n1	-5.6%	-0.8	?	?	13.7	?
Cc1cc2c(OCC(O)CNCc3ccco3)cccc2[nH]1 (stereo unspecified)	3.8%	1.0	2.94µM*	3.29µM*	-5.5	2.1%
COc1cccc2c(Nc3ccccc3C)cc(C)nc12	?	-3.1	?	-11.9%	-8.4	?
COC(=O)COc1nc(C)c2c(c1C#N)CC(C)(C)OC2	6.2%	2.8	21.0%	/	-4.4	12.8%
COc1ccc(Cl)cc1S(=O)(=O)N1CCCC(C(=O)N2CCOCC2)C1 (stereo unspecified)	/	-7.2	3.4%	?	-9.7	-7.6%
COc1ccc(OC)c(NC(=O)Cn2cnc3c(cnn3-c3ccccc3)c2=O)c1	-4.0%	-2.6	-4.2%	-3.7%	-9.6	?
COc1ccc(N(CCC#N)C(=O)/C(C#N)=C\c2cccs2)cc1	-0.6%	20.1*	8.4%	-10.8%	40.8	3.0%
CC(=O)N1C(c2ccccc2O)C[C@]2(C)CC(=O)NC12 (stereo partly specified)	1.4%	-3.1	?	?	-6.9	1.4%
Cc1nnsc1C(=O)NC1CCCc2c1cnn2-c1cc(F)cc(F)c1 (stereo unspecified)	/	7.7	-8.0%	50.3%[activator]	10.7	/
Cc1ccc(S(=O)(=O)N2CCC(=O)N(CCOCc3cccc(C)c3)CC2)cc1	3.9%	-3.7	-7.0%	?	-14.6	0.4%[8.37 µM]
CCCn1c(SCC(=O)NCc2ccco2)nc2c1c(=O)n(C)c(=O)n2C	1.1%	-1.3	-1.5%	?	-8.0	6.2%
COc1ccc(/C=N/NC(=O)C[n+]2ccccc2)c(OC)c1	-1.1%	-3.2	83.2%[activator]	17.2%	-10.1	8.2%
CCn1c(COc2ccc(Cl)c(C)c2)nnc1SCC(=O)N1CCCC1	3.5%	-3.0	?	9.6%	-6.5	-4.2%
COc1cc([N+](=O)[O-])ccc1NC(=S)Nc1cccc(C(=O)O)c1	-5.3%	13.2	-9.7%	1.47µM*	11.9	?
CCCOc1ccc(C(=O)Nc2cc(S(=O)(=O)N3CCOCC3)ccc2N2CCOCC2)cc1	/	/	11.7µM*	?	/	?
Cn1c(CC(=O)c2ccc(Br)cc2)[n+](C)c2ccccc21	-2.9%	-3.3	13.1µM*	0.738µM*	-8.0	-6.5%
COc1ccc(C(=O)N2CCN(C(=O)c3ccco3)CC2)cc1	7.6%	-3.2	0.2%	?	18.4	1.9%
COCCNC(=O)c1ccc2c(=O)n(Cc3ccco3)c(SCC(=O)Nc3ccc(OC)cc3OC)nc2c1	7.3%	-5.5	?	?	-4.0	?
COc1ccc(-n2nnc3c(=O)n(CC(=O)NCC4CCCO4)cnc32)cc1 (stereo unspecified)	-6.5%	4.8	4.1%	8.7%	-6.4	1.4%
Next part.
SMILES	FBPA Giardia inh	CHX counter	Pf growth 48h	Pf growth 96h	Shiga inhibitor	HCV inh
Cc1cc(OCC(=O)N2CCCC2)cc(C)c1Cl	18.0%	9.4*	32.0%[activator]	-29.9%	-1.6	?
Oc1[nH]c2ccccc2c1C=Nc1ccccc1	-0.4%	33.1*	162.8%[activator]	97.3%[activator]	74.0*	1.6%
CCCCOc1ccc(Cl)cc1CSc1n[nH]c(C)n1	-0.4%	0.9	?	?	-4.7	-19.7%
C/C(CC(=O)Nc1ccccn1)=N\NC(=O)c1ccc([N+](=O)[O-])cc1Cl	-11.8%	-2.6	-0.8%	?	8.0	-7.4%
COc1ccc(S(=O)(=O)NCc2ccco2)c2ccccc12	-7.4%	14.0	-5.2%	/	55.7	3.3%
Cc1ccc(CNC(=O)COC(=O)c2cncc(Br)c2)cc1	-0.4%	0.9	?	2.7%	-5.0	7.3%
COc1cc(C2/C(=C(/O)c3ccc(OCC(C)C)cc3)C(=O)C(=O)N2CCN(C)C)ccc1O (stereo unspecified)	-6.4%	-3.1	9.3%	11.7µM*	-18.8	4.7%
COc1ccc(/C=C/C(=O)c2ccc3c4c(cccc24)CC3)cc1OC	-6.9%	4.8	?	?	8.8	?
Cc1nn(C(C)C(=O)NCCCN2CCCC2)c(=O)c2nn(-c3ccccc3)c(C)c12 (stereo unspecified)	?	-3.0	9.4%	?	-3.2	7.5%
O=P(Cc1cc(Br)cc(Br)c1OCCO)(c1ccccc1)c1ccccc1	-2.7%	-2.9	-3.2%	-15.7%	9.8	-5.1%
Cc1cc(C)n(-c2cc(N3CCN(S(=O)(=O)c4ccc(C)c(C)c4)CC3)ccc2[N+](=O)[O-])n1	-3.6%	1.1	?	3.2%	-6.4	12.7%
Cn1cccc1/C=N/n1c(-c2ccccc2)n[nH]c1=S	-12.6%	-0.5	-6.1%	-3.2%	-2.4	13.8%
CC(=O)c1cc(C#N)c(Oc2cccc(C(F)(F)F)c2)nc1C	4.4%	19.6	?	52.6%[activator]	14.1	2.7%

As entered above:
FBPA Giardia inh, Oc1[nH]c2ccccc2c1C=Nc1ccccc1 = -0.4%
HCV inh, CCCCOc1ccc(Cl)cc1CSc1n[nH]c(C)n1 = -19.7%
CHX counter, CC(=O)c1cc(C#N)c(Oc2cccc(C(F)(F)F)c2)nc1C = 19.6
Pf growth 48h, COc1ccc(S(=O)(=O)NCc2ccco2)c2ccccc12 = -5.2%
